Bioassay records (PubChem)
PAD4 inh: inhibitors of human PAD4; Q9UM07; recombinant PAD4, RCA probe fluorescence polarization; inhibition, % at 6.36 µM; hit rate 0.41% among 330,000; AID 485272;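 active = percent inhibition above a cutoff equal to the mean of all tested compounds plus 3 SD, cut at about 15% in these data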;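 note: 0% = PAD4 with RCA probe and DMSO and 100% = probe without PAD4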
PAFAH1B3 inh: PAFAH1B3 (human) inhibition. recombinant PAFAH1B3, FP-rhodamine probe, fluorescence polarization. inhibition, % at 3.39 µM. hit rate 0.28% among 340,000. Q15102;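 active = inhibition above the screen-wide average of all tested compounds plus 3 SD, cut at about 25% in these data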;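 note: 0% = enzyme with DMSO only and 100% = wells lacking PAFAH1B3 protein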
Target sequence (Q15102 whole entry, looked up): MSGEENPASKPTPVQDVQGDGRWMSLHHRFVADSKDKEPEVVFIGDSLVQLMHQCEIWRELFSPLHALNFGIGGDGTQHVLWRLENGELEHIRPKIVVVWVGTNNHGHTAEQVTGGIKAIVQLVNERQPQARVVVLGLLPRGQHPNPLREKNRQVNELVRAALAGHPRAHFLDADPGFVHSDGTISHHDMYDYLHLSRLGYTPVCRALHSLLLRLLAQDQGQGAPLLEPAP
LYPLA1 inh: counter-screen for PME1 inhibitors: inhibitors of human LYPLA1; inhibition, % at 5.9 µM; recombinant LYPLA1, FP-Rh probe fluorescence polarization; hit rate 0.16% among 320,000; AID 2174;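 active = inhibition above the mean of all tested compounds plus 3 SD, set per campaign, cut at about 14% in these data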;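 note: inhibitors block serine hydrolase probe labeling of LYPLA1 so polarization falls; 0% = enzyme with DMSO and 100% = wells lacking LYPLA1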
Target sequence (O75608 whole entry, looked up): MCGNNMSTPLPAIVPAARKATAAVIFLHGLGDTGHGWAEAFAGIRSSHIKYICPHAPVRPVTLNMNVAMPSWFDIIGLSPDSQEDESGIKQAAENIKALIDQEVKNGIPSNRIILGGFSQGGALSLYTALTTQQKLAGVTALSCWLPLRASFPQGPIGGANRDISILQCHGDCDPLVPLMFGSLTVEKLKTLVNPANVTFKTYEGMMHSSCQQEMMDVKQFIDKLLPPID
PAFAH2 FP inh: inhibitors of human PAFAH2; Q99487; recombinant PAFAH2, FP-rhodamine activity probe, fluorescence polarization; inhibition, % at 3.39 µM; hit rate 0.99% among 340,000; AID 492956;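 active = inhibition above the mean over all tested compounds plus 3 SD, cut at about 30% in these data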;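 note: inhibitors block probe labeling of enzyme so polarization drops; 0% = enzyme with DMSO and 100% = wells lacking PAFAH2 protein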
PAFAH1B2 FP inh: PAFAH1B2 (human) inhibition | recombinant PAFAH1B2, FP-rhodamine activity probe, fluorescence polarization | inhibition, % at 3.39 µM | hit rate 1.2% among 340,000 | AID 492953;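 active = inhibition above the mean of all tested compounds plus 3 SD, cut at about 24% in these data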;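 note: 0% = enzyme with DMSO and 100% = wells lacking PAFAH1B2; many of its hits are not listed in these tables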
Target sequence (P68402 whole entry, looked up): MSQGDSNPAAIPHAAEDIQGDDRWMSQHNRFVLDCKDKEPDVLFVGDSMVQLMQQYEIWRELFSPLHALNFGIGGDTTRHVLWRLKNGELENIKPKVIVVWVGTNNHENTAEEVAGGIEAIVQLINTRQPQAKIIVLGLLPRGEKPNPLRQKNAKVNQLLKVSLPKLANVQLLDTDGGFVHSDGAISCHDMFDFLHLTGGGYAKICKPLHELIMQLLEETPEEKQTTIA
Fam108B inh: blocks mouse Fam108B hydrolase in RBBP9 counter-screen | recombinant Fam108B, FP-Rh probe fluorescence polarization | inhibition, % at 9.51 µM | hit rate 0.33% among 300,000 | AID 1947;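 active = inhibition above the screen mean inhibition plus 3 SD, computed separately per campaign, cut at about 18% in these data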;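 note: inhibitors lower polarization as less probe binds the enzyme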
GSTO1 inh: counter-screen for RBBP9 inhibitors: inhibitors of human GSTO1. P78417. recombinant GSTO1, activity-based probe fluorescence polarization. inhibition, % at 5.96 µM. hit rate 1.1% among 300,000;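 active = inhibition above the campaign mean inhibition plus 3 SD, cut at about 35% in these data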;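 note: 0% = GSTO1-1 with DMSO and 100% = wells lacking GSTO1-1 enzyme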
Target sequence (P78417 whole entry, looked up): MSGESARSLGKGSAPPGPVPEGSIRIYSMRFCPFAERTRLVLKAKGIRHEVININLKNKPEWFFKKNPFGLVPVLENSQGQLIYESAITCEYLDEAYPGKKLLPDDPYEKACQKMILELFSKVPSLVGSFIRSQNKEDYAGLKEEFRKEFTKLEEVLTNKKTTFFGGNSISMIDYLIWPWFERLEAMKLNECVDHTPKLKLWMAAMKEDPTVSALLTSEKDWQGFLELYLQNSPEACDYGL
pPAFAH inh: inhibitors of human plasma PAF acetylhydrolase (pPAFAH) | Q13093 | recombinant pPAFAH, FP-rhodamine probe fluorescence polarization | inhibition, % at 3.39 µM | hit rate 1.5% among 330,000 | AID 463082;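 active = inhibition above the mean inhibition across the screen plus 3 SD, cut at about 25% in these data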;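 note: inhibitors block binding of the rhodamine activity-based probe so polarization drops; 0% = enzyme with DMSO and 100% = wells lacking pPAFAH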
PME-1 primary: PME-1 (human) inhibition. Q9Y570. recombinant PME-1, FP-Rh probe fluorescence polarization. inhibition, % at 5.9 µM. hit rate 0.53% among 320,000;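 active = inhibition above the campaign mean of all compounds plus 3 SD, cut at about 26% in these data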;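 note: competitive labeling of PME-1 active site by serine hydrolase directed probe; 0% = PME-1 with DMSO and 100% = wells lacking PME-1 enzyme; inhibitors block probe labeling so polarization falls and inhibition rises; many of its hits are not listed in these tables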
* = called active by the depositor; / = not tested or not shown.

smiles	PAD4 inh	PAFAH1B3 inh	LYPLA1 inh	PAFAH2 FP inh	PAFAH1B2 FP inh	Fam108B inh	GSTO1 inh	pPAFAH inh	PME-1 primary
c1ccc(C[C@H]2CNCCN2CCC23CC4CC(CC(C4)C2)C3)cc1	3.3	8.8	-2.1	0.1	1.1	3.2	1.9	-1.4	1.9
c1ccc(-c2nnc(OCC3CCCO3)c3ccccc23)cc1 (centres undefined)	-5.2	2.4	0.9	1.3	7.1	4.2	6.2	2.9	0.8
CC1CCN(C(=O)CSc2nnc(Cc3cccn3C)n2CCc2ccccc2)CC1	0.8	-1.3	-2.2	0.9	5.7	2.0	1.4	0.0	0.9
CC(C)N(C(=O)CSc1nc2ccccc2n1Cc1ccc(F)cc1)C(C)C	-4.7	-3.1	-0.1	-8.9	0.8	-0.5	-0.4	7.3	8.2
CCOc1ccc(NC(=O)Cn2c(=O)n(CCCC(=O)NC3CCN(Cc4ccccc4)CC3)c(=O)c3ccccc32)cc1	-1.5	6.6	-0.2	-3.5	3.7	-0.3	8.4	3.0	-3.9
C=CCn1c(SCc2ccccc2Cl)nnc1-c1sc2nc(C)cc(C)c2c1N	-2.2	12.0	1.6	5.8	6.4	9.9	9.2	16.9	8.4
Cc1cccc(OCc2nnc(SCC(=O)NCCc3ccccc3)o2)c1	-2.2	-1.9	1.8	-1.9	4.1	1.8	-2.9	4.6	-2.0
Cc1cccc(C)c1NC(=O)C1CC(=O)N(C(C)C)C1 (centres undefined)	0.8	5.6	1.4	-1.2	0.8	-1.5	-8.0	2.6	1.1
Cc1cc(NC(=O)CSCC(=O)N2CCN(c3cccc(C(F)(F)F)c3)CC2)no1	3.7	4.6	1.3	-6.8	5.4	-3.1	8.9	2.3	3.8
COc1ccc(NC(=O)NNC(=O)C(C)Oc2ccc(C(C)C)cc2)c(OC)c1 (centres undefined)	3.0	4.8	3.1	-6.6	9.8	6.5	2.2	5.7	2.4
COCCN1C(=O)C(=O)/C(=C(/O)c2ccc(S(=O)(=O)N3CCOCC3)cc2)C1c1cccc(O)c1 (centres undefined)	0.2	10.1	-1.6	-3.8	7.0	0.5	4.3	7.3	-0.8
CC(C)c1c(C(=O)N/N=C/c2ccoc2)nnn1-c1nonc1N	-2.5	4.0	-1.5	-3.7	-7.5	3.1	0.8	1.5	3.2
CN(C)c1ccc(/C=C/C(=O)c2ccc3c(c2)OCCO3)cc1[N+](=O)[O-]	1.6	-2.0	3.7	2.2	4.8	3.5	9.2	5.8	-6.0
c1ccc(-c2nc(NCCCn3ccnc3)c3oc4ccccc4c3n2)cc1	5.3	12.2	-3.1	3.0	-0.9	-2.2	-5.8	-1.4	-0.6
CCOc1ccc(NC(=O)N2CCN(c3nc4ccccc4s3)CC2)cc1	0.7	-0.7	-4.9	2.5	-0.9	-0.4	-1.6	7.4	2.9

Continuation.
smiles	PAD4 inh	PAFAH1B3 inh	LYPLA1 inh	PAFAH2 FP inh	PAFAH1B2 FP inh	Fam108B inh	GSTO1 inh	pPAFAH inh	PME-1 primary
COC(=O)c1ccc(Oc2nc(SC)nc(N(C)C)n2)cc1	-2.4	/	-3.5	/	/	-2.3	5.8	-0.4	-5.0
Cc1ccc(Cl)cc1NS(=O)(=O)c1cn(C)nc1C	-3.1	8.7	-3.1	1.3	-1.6	0.1	-2.0	-1.1	-0.3
Cc1nsc2nc3c(F)c(F)c(F)c(F)c3cc12	-3.1	-128.8	-1.6	4.7	1.6	-7.0	7.8	5.7	-6.0
Cc1oc2c(C)c3oc(=O)c(CCC(=O)NCCCN4CCOCC4)c(C)c3cc2c1C	1.8	3.0	-3.9	2.2	5.8	3.6	-1.0	5.2	2.5
N#C/C(=C/c1ccccc1)c1nn(CCO)c(N)c1C#N	-3.1	11.4	2.0	-7.7	3.4	-3.5	-7.5	6.6	5.4
C[C@@H]1CN([C@H](C)CO)C(=O)Cc2cc(NS(=O)(=O)c3ccc(Cl)cc3)ccc2O[C@H]1CN(C)Cc1ccc(C(F)(F)F)cc1	-2.2	0.6	/	3.2	6.4	/	/	19.3	/
O=[N+]([O-])c1ccc(N=Cc2c(O)ccc3ccccc23)cc1	-10.0	-5.3	6.0	-5.8	1.5	-2.1	37.5*	1.6	-3.5
CN(CCCC1CCCC1)C(=O)CC1C(=O)NCCN1Cc1cccc(F)c1F (centres undefined)	-2.8	3.9	0.4	-1.5	5.3	-3.1	-0.4	5.9	5.1
C=CCNC(=O)C1CC2Cn3c(nc4cc(C)c(C)cc43)C2N1C (centres undefined)	-1.9	-3.5	-3.8	-2.7	-0.2	-0.8	-0.3	1.3	1.9
N#C/C(=C\c1c(F)cccc1Cl)C(=O)NC1CC1	-0.6	8.3	-2.0	3.5	3.2	-5.1	-0.5	0.3	3.5
COc1cc(OC)cc(C(=O)N2CCN(C(=O)COc3ccc4ccccc4c3)CC2)c1	-4.5	-7.9	-1.2	-5.8	-4.1	-3.6	-1.9	-3.2	0.2
CCN(CC(=O)Nc1cc(Cl)ccc1-n1cncn1)Cc1nc2ccccc2c(=O)[nH]1	-0.1	11.2	-1.8	-0.3	2.2	/	/	5.4	0.3
COc1ccc(CN2CCN(Cc3ccco3)CC2)cc1OC	-0.5	4.6	-0.7	-3.0	3.6	0.1	0.0	0.5	3.0
Cc1cc(Br)ccc1SCC(=O)OCC(=O)NCc1ccc2c(c1)OCO2	-4.5	-2.3	-0.5	1.3	25.2*	8.0	4.7	10.7	7.5
Cc1ccccc1CC1(CO)CCCN(C(=O)c2ccccc2Cl)C1 (centres undefined)	-4.0	0.6	-1.8	2.9	3.8	0.1	-2.5	3.1	5.3

The list continues:
smiles	PAD4 inh	PAFAH1B3 inh	LYPLA1 inh	PAFAH2 FP inh	PAFAH1B2 FP inh	Fam108B inh	GSTO1 inh	pPAFAH inh	PME-1 primary
COc1ccc(Oc2cc(C)c3cccc(C)c3n2)cc1	0.6	6.1	-1.7	-4.7	9.0	-1.9	6.8	3.7	0.2
C[C@@H](NC(=O)c1nc[nH]c1C(=O)OCc1ccccc1)c1ccccc1	1.2	5.0	-3.4	7.1	5.0	/	/	19.7	-0.3
O=C(c1ccccc1)c1coc2ccc(O)c(Cl)c12	-2.6	4.2	-1.1	-2.5	-1.5	-3.6	10.9	5.8	1.9
O=C(NCC1CCCO1)c1ccccc1-c1nc(-c2ccc(Cl)cc2)no1 (centres undefined)	-2.8	1.3	-1.1	-5.3	5.4	-2.8	-2.5	0.8	-3.4
COc1cccc(OC)c1C(=O)Nc1nc(-c2ccccc2)cs1	-1.5	0.6	1.6	-6.6	4.4	-0.7	3.0	-1.8	-5.3
CCc1ccc2[nH]c(=O)c(CN(Cc3ccc4c(c3)OCO4)C(=O)c3ccco3)cc2c1	5.2	/	-5.5	/	/	3.7	-10.8	0.2	10.1
C=CCN(CC=C)CCOc1ccc(OC(C)C)cc1	-3.8	-2.6	3.1	-3.7	0.5	0.5	8.8	-7.2	1.7
Cc1ccc(NC(=O)Nc2ncccc2C)cc1	0.1	-5.7	-1.8	-7.2	10.1	-1.2	-0.7	8.8	-1.3
COCOc1ccc(C=O)cc1OCOC	2.5	3.0	2.8	-2.2	1.5	1.5	3.0	-0.7	4.1
CC(C)c1nc(C#N)c(NN)o1	0.5	10.8	4.0	6.6	-0.3	5.3	13.4	2.1	10.7
Cc1ccccc1OCC(=O)OCC(=O)c1ccc(OCc2ccccc2)cc1	3.9	1.8	-4.9	8.8	4.5	-7.6	1.6	11.3	-2.1
COC(=O)c1cn(-c2ccc(F)cc2)c(=O)c2ccccc12	0.2	4.1	-0.8	3.9	3.2	-1.3	-1.1	7.9	1.2
CCN(CC)c1ccc2c(O)cc(=O)oc2c1	4.0	4.3	-1.3	6.6	18.5	6.4	53.6*	24.3	-2.4
COc1ccc(NC(=O)CSc2nc(C)cc(C)n2)c([N+](=O)[O-])c1	-5.7	6.2	-4.5	-0.4	-2.2	4.8	-0.7	2.1	0.8
COc1ccccc1C(=O)Nc1cc2c(ccc3ccccc32)oc1=O	-1.2	/	-0.8	/	/	1.1	1.6	8.7	-6.3

Other compounds follow:
smiles	PAD4 inh	PAFAH1B3 inh	LYPLA1 inh	PAFAH2 FP inh	PAFAH1B2 FP inh	Fam108B inh	GSTO1 inh	pPAFAH inh	PME-1 primary
O=S1(=O)N=C2CCCCCN2C(c2ccncc2)N1 (centres undefined)	1.4	-2.9	1.1	3.9	2.7	1.9	-0.8	-1.1	-3.2
COc1ccc(-c2nc3cccc(C)n3c2NCC2CCCO2)cc1O (centres undefined)	3.3	-3.5	4.6	0.6	4.5	-1.8	0.0	2.6	4.2
C[C@@H]1CN([C@H](C)CO)C(=O)c2cc(NC(=O)Nc3cccc4ccccc34)ccc2O[C@H]1CN(C)Cc1ccc(C(F)(F)F)cc1	-1.9	-19.1	/	-24.9	-14.8	/	/	-5.9	/
COc1ccc(-c2nc(-c3cccs3)c(-c3cccs3)[nH]2)cc1O	-8.0	8.8	-6.9	11.9	4.5	29.9*	-8.8	21.9	47.4*
CCCCNc1nc(-c2ccccc2)cc(C(F)(F)F)c1C(N)=O	5.2	3.7	-0.2	1.6	1.9	3.0	-11.0	2.9	3.4
COc1cccc(OC)c1OCCCCCc1c(C)n[nH]c1C	-5.0	4.4	4.5	10.7	4.4	-3.8	-2.4	4.6	3.8
COC(=O)C[C@H]1c2ccccc2S(=O)(=O)N1c1cccc(OC)c1	2.6	11.0	1.0	-0.1	-4.7	-3.4	0.1	0.7	0.5
C=CCNC(=O)CSc1nnc(-c2ccc(S(=O)(=O)N3CCCC3)cc2)n1C	-2.3	2.1	0.5	-2.2	1.3	-3.4	1.4	-9.7	1.5
O=[N+]([O-])c1cc([N+](=O)[O-])c(Oc2cc(Cl)cc(Cl)c2)cc1NN1CCCCC1	-2.9	0.6	-4.0	-5.0	-1.2	-5.1	3.3	5.2	-1.1
Cc1ccc(/C=N/NC(=O)C(c2ccncc2)N2CCOCC2)cc1 (centres undefined)	3.9	11.0	-0.2	5.1	2.4	-1.8	-9.5	-1.1	-7.2
Cc1ccc(NC(=O)Nc2ccc(C(=O)N3CCOCC3)cc2)cc1	3.6	2.8	-1.2	-2.7	-1.1	0.6	-14.1	1.3	-4.5
CC1(C)C(=O)NCCN1C(=O)CC1C(=O)NCCN1CC(c1ccccc1)c1ccccc1 (centres undefined)	0.8	5.5	-1.0	-11.4	-1.6	0.9	-6.6	-2.6	4.5
O=C(CCN1C(=O)/C(=C\c2ccc(F)cc2)SC1=S)Nc1ccc(O)cc1	-12.5	8.4	-4.1	-1.7	-0.8	-1.9	0.0	-0.4	-1.1
COc1ccc(C2CC(c3cccc(Cl)c3)=NN2c2ccc(S(N)(=O)=O)cc2)cc1 (centres undefined)	2.5	6.6	/	-1.6	0.4	/	/	5.9	/
O=C(Nc1ccccc1C(=O)N/N=C/c1ccco1)c1ccccc1	-0.7	5.5	-0.6	10.5	4.1	-2.9	-4.3	-3.9	-5.7
Cc1cc(C(=O)OCC(=O)NCc2ccco2)c(C)n1-c1ccccc1	-0.2	10.5	1.0	18.5	3.7	-1.5	2.0	9.0	-1.9
O=C(CCCNS(=O)(=O)c1cccc2nsnc12)NCCc1ccccc1	-1.3	15.7	1.3	1.6	11.3	2.6	3.1	-5.5	-4.6
O=C(NNS(=O)(=O)c1ccc(F)cc1)C1CC(c2cccnc2)=NO1 (centres undefined)	-3.7	-5.0	-4.4	4.1	2.8	6.5	0.9	5.3	1.2

Only part of the results is shown; count on the stated rates, not on these rows.
